From PubChem BioAssay
MC4R antagonist = antagonists of human melanocortin 4 receptor (MC4R). P32245. MC4R-expressing cells, MTII-stimulated cAMP, LANCE TR-FRET. inhibition, % at 6.5 µM. hit rate 0.48% among 360,000;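 active means inhibition above its plate's cutoff, the mean of tested wells on that plate plus 3 SD, cut at about 29% in these data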;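 further: 0% = Melanotan II alone and 100% = Melanotan II plus saturating MCL0020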
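material = U2OS cells stably expressing human melanocortin 4 receptor (MC4R) | also added = Melanotan II challenge | dosing = single nominal compound dose of 6.5 µM | detection = TR-FRET with Eu-cAMP and labeled anti-cAMP, 671 nm | replication = singlicate | timing = compound 30 min, challenge 1 h, detection 1 h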
Cardio protect = protects H9c2 cardiomyocytes from peroxide injury | hit rate 0.63% among 360,000 | protection from H2O2 cell death, % at 20 µM | H2O2 injury protection, ATPLite, 2 h;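 active means compounds giving at least 50% protection of heart cells from peroxide-induced death in the single-dose screen, raw or plate-pattern-corrected value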;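 further: 0% = DMSO wells with peroxide and 100% = DMSO wells without peroxide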
N-glyco inh = blocks N-linked glycosylation in D54 reporter cells; D54 ERlucT glycosylation luciferase reporter, 24 h; percent of 100 nM tunicamycin response; reporter increase, % at 12.5 µM; hit rate 0.23% among 360,000; AID 588692;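 active means mean luciferase reporter signal, scaled so untreated is 0 and the glycosylation-blocking control 100, at or above a set limit in every replicate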;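 further: luciferase carries N-glycosylation sites so blocking glycosylation raises the light; 0% = median of neutral control wells and 100% = median of 100 nM tunicamycin wells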
PDI inh = blocks human protein disulfide isomerase activity. P07237. hit rate 0.052% among 350,000. AID 588391. PDI insulin aggregation turbidity, A650, 90 min. inhibition, % at 10 µM;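 active means mean inhibition across replicates of 30% or more, whatever share of single replicates reach that level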;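 further: absorbance from insulin aggregation driven by PDI reduction with DTT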
Target sequence (P07237 whole entry, looked up): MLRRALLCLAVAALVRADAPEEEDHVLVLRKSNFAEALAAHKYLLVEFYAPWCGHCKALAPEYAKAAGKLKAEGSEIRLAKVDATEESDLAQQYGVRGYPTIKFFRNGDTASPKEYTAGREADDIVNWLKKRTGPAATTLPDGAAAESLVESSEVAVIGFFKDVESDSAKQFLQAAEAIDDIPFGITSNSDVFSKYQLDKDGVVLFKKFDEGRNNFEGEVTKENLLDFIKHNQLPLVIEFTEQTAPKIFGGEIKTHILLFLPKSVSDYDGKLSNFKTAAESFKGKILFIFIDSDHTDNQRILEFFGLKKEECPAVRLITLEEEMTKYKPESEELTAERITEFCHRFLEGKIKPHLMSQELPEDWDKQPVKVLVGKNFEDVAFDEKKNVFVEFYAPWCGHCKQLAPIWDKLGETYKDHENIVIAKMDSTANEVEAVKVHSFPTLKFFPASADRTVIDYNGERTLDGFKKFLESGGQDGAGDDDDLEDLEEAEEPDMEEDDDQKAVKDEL
Granule exo inh = blocks lytic granule exocytosis; inhibition, % at 10 µM; AID 651702; TALL-104 LAMP-1 surface exposure, flow cytometry; cells stimulated with thapsigargin and PMA; hit rate 0.66% among 360,000;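 active means inhibition above about 55%, limit read from the data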
CaV13 ICDI inh = Primary screen for inhibitors of IQ motif and Ca2+-dependent inactivation inhibitor domain binding in CACNA1D, Förster resonance energy transfer in living cells, …; HEK cells, CFP/YFP FRET ICDI-IQ, plate reader, 10 min; percent FRET-ratio fall versus neutral wells; inhibition, % at 12.3 µM; hit rate 0.098% among 340,000; AID 743397;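 active means mean replicate inhibition of at least 30% and at least 1% of replicates passing that level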;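 further: 0% = median of the neutral control wells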
ABHD5-PLIN5 inh = blocks binding of human ABHD5 to perilipin-5; Q00G26+Q8WTS1; hit rate 0.78% among 360,000; Split G. princeps luciferase complementation, luminescence, 4 h; inhibition, % at 4 µM; AID 602281;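 active means inhibition above the mean inhibition across every tested compound plus 3 SD, cut at about 22% in these data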;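 further: 0% = DMSO only wells and the 100% control is not disclosed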
MC4R ag barr = human MC4R agonism via beta-arrestin; P32245; U2OS MC4R beta-arrestin complementation, luminescence; percent of melanotan II response, DMSO zero; activation, % at 8.9 µM; hit rate 0.98% among 360,000; AID 540308;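 active means activation above a per-plate cutoff, the mean activation of sample wells on that plate plus 3 SD, cut at about 8% in these data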
ABCB6 inh 2 = blocks the human ABCB6 transporter; hit rate 0.19% among 360,000; Q9NP58; fluorescence ratio to DMSO, % at 10 µM; K562-ABCB6 porphyrin accumulation, flow cytometry, 1 h; stronger effect = lower value;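 active means fluorescence ratio to DMSO below 75%, the collection mean minus 3 SD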;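 further: signal is porphyrin accumulated inside mitochondria; 100% equals median channel fluorescence of DMSO control wells; lower ratio means ABCB6 inhibition with less porphyrin fluorescence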
m5-HT2A agonist = mouse HTR2A agonism via beta-arrestin recruitment | P35363 | CHO-K1 mHTR2A beta-arrestin complementation, luminescence; percent of 30 µM serotonin response | AID 624169 | hit rate 0.66% among 360,000 | activation, % at 7.6 µM;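 active means activation above a run cutoff, the mean activation of all tested compounds plus 3 SD, cut at about 14% in these data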;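 further: 0% = plate median of compound wells and 100% = 30 µM serotonin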
Target sequence (P35363 whole entry, looked up): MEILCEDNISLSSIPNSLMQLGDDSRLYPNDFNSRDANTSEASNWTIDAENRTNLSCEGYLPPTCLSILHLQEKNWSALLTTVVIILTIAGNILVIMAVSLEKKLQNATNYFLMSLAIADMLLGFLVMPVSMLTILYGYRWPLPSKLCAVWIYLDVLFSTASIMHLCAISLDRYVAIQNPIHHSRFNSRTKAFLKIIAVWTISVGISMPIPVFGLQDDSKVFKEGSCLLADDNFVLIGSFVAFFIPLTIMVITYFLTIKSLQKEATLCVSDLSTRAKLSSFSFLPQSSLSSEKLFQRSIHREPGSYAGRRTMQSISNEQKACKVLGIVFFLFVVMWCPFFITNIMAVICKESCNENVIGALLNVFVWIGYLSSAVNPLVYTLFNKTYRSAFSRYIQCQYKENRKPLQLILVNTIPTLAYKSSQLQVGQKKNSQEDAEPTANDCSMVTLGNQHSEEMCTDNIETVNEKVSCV
Starred values were filed as active, the others as inactive; . = no result given.

SMILES	MC4R antagonist	Cardio protect	N-glyco inh	PDI inh	Granule exo inh	CaV13 ICDI inh	ABHD5-PLIN5 inh	MC4R ag barr	ABCB6 inh 2	m5-HT2A agonist
Cc1ccccc1-n1nc2c(c1NC(=O)c1ccc3c(c1)OCO3)CS(=O)(=O)C2	3	4	1	7	-3	-3	-3	-1.3	95	1
O=S(=O)(c1cccc2nonc12)N1CCCCCC1	9	-8	-1	-3	-2	-5	0	-2.0	104	-2
CCc1nc2ccccc2c(C(=O)OCc2nnc(-c3ccccc3)o2)c1C	2	8	-3	11	1	-5	-1	-0.1	93	-1
N=c1c(S(=O)(=O)c2ccc(Cl)cc2)cc2c(=O)n3ccccc3nc2n1Cc1cccnc1	8	0	-5	-2	-3	.	-1	-3.1	102	3
COc1cccc(Nc2ncnc3c2cnn3-c2cccc(C)c2)c1	9	-6	3	5	-5	-5	-2	4.8	102	0
O=C(NC1CCCC1)C1CCN(C(=O)Nc2cccc(Cl)c2)CC1	-3	4	2	-8	-3	-3	2	-0.5	95	-3
Cc1ccc(OCCCN2CCOCC2)c([N+](=O)[O-])c1	26	-8	-2	-11	14	-5	1	3.9	102	0
COc1ccc(-c2sc3cc(OC)c(OC)cc3c2C#CC(C)(C)O)cc1	2	-3	3	0	49	-10	9	-0.2	97	3
O=C(NCc1nnc(SCC(=O)N2CCCCC2)o1)c1c(F)cccc1F	-4	4	1	-9	1	-11	-1	-1.6	99	2
Cc1cc(Br)ccc1NC(=S)N1CCOCC1	-1	8	1	-5	-13	-3	-8	0.3	95	-2
CSc1ccccc1-c1nnc(-c2ccc(Cl)c(Cl)c2)o1	-1	6	0	-2	-8	.	-6	-1.9	91	-5
CC(C)(O)c1[nH]c2ccc(C(F)(F)F)cc2c1C(C)(C)O	-3	-5	-5	-5	10	-8	-57	0.9	103	5
O=C(O)c1ccc(N=C2c3ccccc3-c3ccccc32)cc1	4	2	0	3	2	-6	-4	-0.2	94	-1
Cc1cc(C)cc(N(CC(=O)NC2CCCC2)C(=O)CNC(=O)c2ccco2)c1	1	-2	3	16	-4	-1	-10	-0.8	91	-3
CC(=O)Nc1ccc(CN(C)c2c(C)nc3ccc(C(=O)NC4CCN(Cc5ccccc5)CC4)cn23)cc1	-3	9	0	-3	-12	-5	0	-1.2	96	-9
CCOc1ccc(C(=O)CC(Sc2ccc(C)cc2)C(=O)O)cc1 (centres undefined)	2	-4	0	-5	-2	1	60*	1.3	107	-3
COc1ccc(N2CCN(Cc3nc4c(c(=O)n(C)c(=O)n4C)n3Cc3cccc(C)c3)CC2)cc1	0	16	1	.	2	-3	3	2.2	99	8
O=S(=O)(c1ccc(F)cc1)N(CCO)CC(O)Cn1c2ccccc2c2ccccc21 (centres undefined)	3	8	-1	2	7	-9	3	5.7	94	2
CCOC(=O)Cc1cc(=O)[nH]c(/N=C(\N)Nc2ccc(C)cc2C)n1	1	-2	0	0	3	-4	-2	-2.7	98	-12
CN(C)c1ccc(C(CC(=O)c2ccccc2)C2CCCCC2=O)cc1 (centres undefined)	10	5	3	0	-4	-18	0	1.5	97	-1
C#CCOCCOCCOCCNc1nc(N2CCOCC2)nc(N2CCN(C(=O)[C@H](C)n3cc(CCCN=C(N)N)nn3)CC2)n1	0	0	0	-2	0	-11	9	-1.0	103	-1
N#Cc1cc2c(nc1SCC(=O)Nc1sc3c(c1C#N)CCC3)CCCCC2	0	4	1	-4	-1	-7	-6	0.1	99	0
O=C(CCNS(=O)(=O)c1cccc2nsnc12)N1CCc2ccccc21	-1	6	1	1	-4	.	-1	-3.0	103	0
O=C(CSc1nnc(Cc2ccccc2)n1-c1ccccc1)NNC(=O)Cc1ccccc1	10	3	1	-3	-6	-6	12	1.0	106	3
Cn1cc(Cl)c(-c2n[nH]c(=S)n2-c2ccc(F)cc2)n1	15	0	0	-2	-2	-14	-5	-1.4	102	9
Next section.
SMILES	MC4R antagonist	Cardio protect	N-glyco inh	PDI inh	Granule exo inh	CaV13 ICDI inh	ABHD5-PLIN5 inh	MC4R ag barr	ABCB6 inh 2	m5-HT2A agonist
CCOC1=C2[C@H](c3ccc(CC)cc3)N(S(=O)(=O)c3ccc(C)cc3)C[C@H]2C(C#N)(C#N)C(C#N)(C#N)C1	.	12	33*	.	6	-6	-1	.	103	-1
Cc1cccc(Oc2coc3cc(O)ccc3c2=O)c1	4	1	2	-6	-7	-2	5	-2.0	101	-2
CCCCNC(=O)CSc1nnc(-c2c[nH]c3ccccc23)n1CC1CCCO1 (centres undefined)	-1	0	0	0	4	-8	0	-2.3	100	0
CC(=O)N1CCc2nc3ccccc3cc21	0	-1	3	1	14	-6	-6	-1.4	103	-2
O=C(Cc1ccccc1)Nc1cccnc1	0	8	2	6	-4	-7	2	2.0	95	3
O=C(CC1C(=O)NCCN1Cc1cccc(F)c1)NC1CCC1 (centres undefined)	6	-3	.	4	21	-8	7	2.4	101	1
CCC(Sc1nncn1C)C(=O)Nc1cc(C)on1 (centres undefined)	7	1	3	0	2	-4	6	1.4	86	-2
Nc1nncn1C(=O)CCCOc1ccc(Cl)cc1Cl	3	-5	4	-5	-2	-8	-13	2.6	102	0
Cn1c(Cn2cnc([N+](=O)[O-])n2)nnc1SCC(=O)Nc1cccc(Cl)c1	8	4	-3	6	0	-3	-1	0.2	97	4
CCCCCOC(=O)C1=C(C)NC(=O)NC1c1ccc(OC)cc1 (centres undefined)	8	-4	0	3	-16	-21	1	0.6	94	3
O=S1(=O)CC(O)C(NCc2cccnc2)C1 (centres undefined)	-8	-1	1	5	18	-8	14	-1.0	101	5
O=[N+]([O-])c1ccc2nc(C3CCCCC3)[nH]c2c1	0	3	2	-34	0	-20	6	-1.7	103	0
O=C(CCCl)Nc1nc2c(s1)CCc1ccccc1-2	9	-2	-5	3	7	-5	7	-0.3	97	0
Cc1[nH]n(CCC#N)c(=O)c1CC(=O)N1CCN(c2ccccc2)CC1	1	8	2	7	9	-4	-8	-0.6	105	-6
CCc1cc(-c2ccc3c(c2)COc2c4ccccc4nn2-3)on1	0	-16	-17	-9	-3	-7	-2	-6.8	91	6
Cc1ccccc1CSCCNC(=O)Nc1ccccc1	3	-5	-1	1	1	-5	-5	2.8	106	-5
COc1cccc(N2CCN(c3ncnc4c3[nH]c3ccc(F)cc34)CC2C)c1 (centres undefined)	40*	-35	-20	-8	98*	-7	-1	22*	94	32*
CCc1nc2ccc(C(=O)NCCc3ccco3)cc2nc1CC	9	-5	4	-1	10	.	9	-1.4	98	1
CCOCC(=O)NC1CCc2cc(OC)c(OC)c(OC)c2-c2ccc(SC)c(=O)cc21 (centres undefined)	-30	3	6	-6	-1	-9	7	0.8	99	3
CC1Cc2ccccc2N1C(=O)C1CCCN1S(=O)(=O)c1ccc(Cl)cc1 (centres undefined)	-7	-2	-2	-9	2	-10	7	0.1	98	1
CCOC(=O)/C(C#N)=C1/C=CN(C)C(C)=N1	6	10	0	1	-5	.	-2	-0.2	97	2
COc1ccc(N2CCCC2)c(NC(=O)c2ccc([N+](=O)[O-])o2)c1	-1	5	20	-1	3	-3	-8	-0.6	99	7
O=C(N/N=C/c1cccnc1)c1ccc(S(=O)(=O)N2CCCCCC2)cc1	5	5	-3	-3	4	-3	-10	-1.4	97	-5
CC(C)CCN1C(=O)c2ccc(C(=O)Nc3c[nH]c(=O)[nH]c3=O)cc2C1=O	-5	5	0	-3	3	-1	-4	-0.1	99	-2
COc1ccc(NC(=O)c2cc(-c3cccnc3)nc3c(C)c(C)ccc23)c(OC)c1	2	15	0	7	14	-8	3	-0.9	90	-1

Filtered by structure, the compounds so far containing a thiophene ring, fused or not (two)
SMILES	MC4R antagonist	Cardio protect	N-glyco inh	PDI inh	Granule exo inh	CaV13 ICDI inh	ABHD5-PLIN5 inh	MC4R ag barr	ABCB6 inh 2	m5-HT2A agonist
COc1ccc(-c2sc3cc(OC)c(OC)cc3c2C#CC(C)(C)O)cc1	2	-3	3	0	49	-10	9	-0.2	97	3
N#Cc1cc2c(nc1SCC(=O)Nc1sc3c(c1C#N)CCC3)CCCCC2	0	4	1	-4	-1	-7	-6	0.1	99	0

Some entries already given, showing only PDI inh.
| SMILES | PDI inh |
| --- | --- |
| CCOCC(=O)NC1CCc2cc(OC)c(OC)c(OC)c2-c2ccc(SC)c(=O)cc21 (centres undefined) | -6 |
| CC1Cc2ccccc2N1C(=O)C1CCCN1S(=O)(=O)c1ccc(Cl)cc1 (centres undefined) | -9 |

Following part:
SMILES	MC4R antagonist	Cardio protect	N-glyco inh	PDI inh	Granule exo inh	CaV13 ICDI inh	ABHD5-PLIN5 inh	MC4R ag barr	ABCB6 inh 2	m5-HT2A agonist
Cc1cc(=O)oc2c(C)c(OCC(=O)N3CCN(C(=O)C4COc5ccccc5O4)CC3)ccc12 (centres undefined)	8	44	0	1	-1	-7	11	-0.9	103	-2
O=C(CCCSc1ccc(Cl)cc1)Nc1cc(S(=O)(=O)N2CCOCC2)ccc1O	9	-9	0	4	-2	-3	-17	-1.2	102	-8
CCCc1ccc(S(=O)(=O)N/N=C(/C)c2ccc3c(c2)OCO3)cc1	5	1	2	11	0	.	-1	4.4	95	4
Cc1cc(NC(=O)CSc2nc(C3CC3)nc3sc(C)c(C)c23)no1	-7	-7	16	0	-1	-5	-12	6.3	100	8
COc1ccc(NC(=S)SC)cc1OC	22	9	3	4	0	-18	-10	1.0	100	0
O=P(c1ccccc1)(c1ccccc1)c1ccccc1C(Br)Br	5	-4	-4	-7	0	-9	8	-0.4	97	-1
Cc1ccc(NC(=S)NC(=O)c2cncc(Br)c2)c(C)c1	2	-2	-2	-6	-6	-19	4	-0.7	93	1
CCOC(=O)C1CCN(C(=O)COC(=O)CSc2ccc([N+](=O)[O-])cc2)CC1	10	3	0	2	4	-2	3	-5.1	91	9
CCN(c1ccccc1)S(=O)(=O)c1ccc(C(=O)Nc2ncccc2O)cc1	14	1	4	5	-2	-5	-4	-3.5	96	4
O=C1CCC(C(=O)OCC(=O)N2N=C3/C(=C/c4ccccc4)CCCC3C2c2ccccc2)N1 (centres undefined)	14	2	-3	10	0	-3	0	-0.8	103	-5
Cc1onc(-c2ccccc2Cl)c1C(=O)Nc1nnc(-c2ccc(F)cc2)s1	8	-9	-1	.	1	-6	0	0.0	97	1
O=C(NN1C(=O)NC2(CCCCC2)C1=O)c1cc2ccccc2o1	2	0	0	4	38	-1	-5	-0.5	104	14
O=C(C1CC1c1ccccc1)N1CCN(c2cccc(Cl)c2)CC1 (centres undefined)	6	10	2	9	-2	.	-1	-0.6	97	-4
CC(C)C[C@@H]1COc2cccc(N3CCC[C@@H]3CO)c2S(=O)(=O)N1	.	.	.	.	0	-9	-4	.	97	2
COc1ccc(-c2noc(CCCC(=O)Nc3ccc(C(N)=O)cc3)n2)cc1	8	-6	2	-4	-1	-9	6	-2.3	99	-4
COc1ccc2c(c1)C(=O)O[C@@H](c1ccccc1)C[C@@H](O)C(=O)CC2	.	.	.	.	-10	-10	-11	.	102	-3
O=C(Nc1cccc(S(=O)(=O)N2CCCC2)c1)c1cncc(Br)c1	10	-8	-5	3	7	-3	5	0.0	96	5
Cc1nn(Cc2ccccc2)c(C)c1N	0	1	-2	-22	2	-10	-1	1.2	87	0
